# Cdc42 wt GTP: human Cdc42 wildtype GTP binding change, either direction; P60953; GST-Cdc42 beads, Bodipy-GTP binding, flow cytometry; actives lie on both sides; percent activity (GTP binding), % at 10 µM; hit rate 0.2% among 190,000; AID 761;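 active = percent activity GTP binding at least 20 points away from the 100% baseline, either down as inhibitor or up as activator; inconclusive = compound flagged as likely green fluorescent from well-wide comparison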;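 note: median bead fluorescence of bound Bodipy-FL-GTP at 100 nM; 0% = excess unlabeled GTP control and 100% = no compound control; below 100% means less GTP binding so inhibitor and above means activator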
# Target sequence (P60953 whole entry, looked up): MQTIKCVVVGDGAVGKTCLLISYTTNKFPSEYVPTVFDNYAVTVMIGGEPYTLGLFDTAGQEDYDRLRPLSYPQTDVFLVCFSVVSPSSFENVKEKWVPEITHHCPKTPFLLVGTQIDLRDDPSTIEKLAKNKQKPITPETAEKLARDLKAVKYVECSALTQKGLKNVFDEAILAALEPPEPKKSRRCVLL
# Mcl-1 Bim block: human Bim-Mcl-1 interaction inhibition; Q07820; hit rate 0.1% among 190,000; Bead-based flow cytometry, Bim peptide-Mcl-1 binding; inhibition, % at 10 µM; in the data active = inhibition above about 40%;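 note: 0% = no compound tracer wells and 100% = peptide blocker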
# Mcl1-Bid inh: Mcl-1/Bid interaction inhibition; Q07820; TR-FRET Mcl-1/Bid-Dy647 peptide binding, 1536-well; inhibition, % at 21.7 µM; hit rate 0.97% among 220,000;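 active = compounds that cut the binding signal by more than half at the single screening dose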;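 note: His-tagged Mcl-1 with europium anti-His antibody binding Bid BH3 peptide; 0% = Mcl-1 plus peptide wells and 100% = peptide-only wells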
# RGS8-Gao: human RGS8-Galphao interaction regulation; P09471; multiplexed bead flow cytometry, RGS8-Galphao binding; actives lie on both sides; response (percent of control binding), % at 10 µM; hit rate 0.34% among 220,000; in the data active = response below about 60% or above about 140%; inactive = in between;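 note: Galphao activated as the GDP aluminium fluoride complex binding bead-coupled RGS8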
# Target sequence (P09471 whole entry, looked up): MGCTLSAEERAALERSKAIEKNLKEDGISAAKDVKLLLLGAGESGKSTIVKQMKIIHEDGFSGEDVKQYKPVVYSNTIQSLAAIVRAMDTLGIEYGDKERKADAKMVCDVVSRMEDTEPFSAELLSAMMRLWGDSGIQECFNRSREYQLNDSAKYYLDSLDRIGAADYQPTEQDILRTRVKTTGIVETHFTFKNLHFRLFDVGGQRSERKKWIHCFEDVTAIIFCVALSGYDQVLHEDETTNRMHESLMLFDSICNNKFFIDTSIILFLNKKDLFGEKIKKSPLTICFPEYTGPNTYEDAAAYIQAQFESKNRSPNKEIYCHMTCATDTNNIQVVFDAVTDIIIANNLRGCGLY
# Pf gamet viab: P. falciparum stage V gametocyte viability inhibition; inhibition, % at 10.9 µM; hit rate 0.065% among 150,000; P. falciparum stage V gametocytes, ATP luminescence, 24 h;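 active = inhibition above the mean plus 3 SD of compounds within the control limits, set per campaign, cut at about 38% in these data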;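 note: 0% = DMSO wells and 100% = medium only without gametocytes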
# Rac1 act GTP bind: modulators of GTP binding to human Rac1 activated mutant. P63000. GST-Rac1 activated beads, fluorescent GTP binding, flow cytometry; actives lie on both sides; 100% means binding = to untreated wells. percent activity (GTP binding), % at 10 µM. hit rate 0.11% among 190,000;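 active = GTP binding at least 20 percentage points away from the 100% baseline, in either direction, so actives lie on both sides; inconclusive = Compound likely fluorescent itself, or too few beads counted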
# Mcl1-Noxa inh: Mcl-1/Noxa interaction inhibition; Q07820; TR-FRET Mcl-1/Noxa peptide binding, 2 h; inhibition, % at 21.7 µM; hit rate 1.5% among 220,000; AID 1022;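 active = compounds that cut the protein-peptide binding signal by more than 50% relative to plate controls in a single-dose test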;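 note: His-tagged Mcl-1 with rhodamine Noxa BH3 peptide and terbium anti-His antibody; 0% = Mcl-1 plus Noxa peptide wells and 100% = peptide-only wells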
# Rab2A wt mod: changes GTP binding to wildtype dog Rab2A, up or down. GST-Rab2 wt beads, Bodipy-GTP binding, flow cytometry. hit rate 0.19% among 190,000. P61105. GTP binding activity, % at 10 µM;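 active = GTP binding activity at least 20 points away from 100%, either lowered or raised; inconclusive = signal likely due to the compound's own green fluorescence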;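 note: 0% = beads with excess unlabeled GTP and 100% = no-compound control corrected for plate trend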
# HRas wt GTP: modulators of GTP binding to human HRas wildtype; GST-Ras wt beads, Bodipy-FL-GTP binding, flow cytometry; actives lie on both sides; GTP binding activity, % at 10 µM; hit rate 0.14% among 190,000;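 active = GTP binding activity at least 20% away from the 100% baseline, either lowered as inhibitor or raised as activator; inconclusive = flagged as likely green fluorescent, judged across all proteins in the well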;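 note: 0% = unlabeled GTP competition control and 100% = no-compound control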
# Target sequence (P01112 whole entry, looked up): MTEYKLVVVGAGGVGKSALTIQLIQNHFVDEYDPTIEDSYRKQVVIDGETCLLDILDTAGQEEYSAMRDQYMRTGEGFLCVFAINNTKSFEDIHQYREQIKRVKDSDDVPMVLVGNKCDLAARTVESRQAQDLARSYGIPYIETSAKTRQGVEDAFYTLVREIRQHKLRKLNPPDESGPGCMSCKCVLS
# Rac1 wt modul: modulators of human Rac1 wildtype GTP binding. AID 757. hit rate 0.27% among 190,000. GST-Rac1 beads, fluorescent GTP binding, flow cytometry; actives lie on both sides; 0 = cold GTP competed, 100 = untreated. GTP binding activity (% of control), % at 10 µM;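 active = GTP binding activity at least 20 points away from the 100% control level, either lower or higher; inconclusive = compound flagged as likely green fluorescent, judged across all proteins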
# Rab7 wt modul: dog Rab7 wildtype GTP binding, inhibitors and activators. hit rate 0.055% among 190,000. GST-Rab7 beads, fluorescent GTP binding, flow cytometry; actives lie on both sides; untreated = 100%, excess cold GTP = 0%. AID 758. GTP binding activity (percent of control), % at 10 µM;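 active = fluorescent GTP binding to Rab7 beads changed by at least 20 points from the 100% baseline, either direction, mostly lower; inconclusive = compound itself probably fluorescent, or too few beads counted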;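 note: median green fluorescence of bound Bodipy-FL-GTP per Rab7 bead population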
# An asterisk follows results filed as active; u = inconclusive; x = no result given.
smiles	Cdc42 wt GTP	Mcl-1 Bim block	Mcl1-Bid inh	RGS8-Gao	Pf gamet viab	Rac1 act GTP bind	Mcl1-Noxa inh	Rab2A wt mod	HRas wt GTP	Rac1 wt modul	Rab7 wt modul
CCC(=O)c1c[nH]c(C(=O)NCCCn2ccnc2)c1	98	-2	-21	100	8	96	8	96	96	97	97
CCN(CCCNC(=O)CNC(=O)Cn1cnc2ccccc2c1=O)c1cccc(C)c1	105	-5	-26	100	-10	103	17	102	102	109	101
Cc1cc(Cl)cc(C)c1OCCCCN1CCOCC1	98	-1	7	108	19	94	8	98	95	97	94
O=C(CSc1ncc(-c2ccc(F)cc2)n1Cc1ccco1)Nc1nccs1	98	-4	-33	98	-66	98	-13	98	97	97	94
CCN(CC)CCCNC(=O)c1cc(-c2ccc(Cl)c(Cl)c2)on1	103	-4	2	99	x	99	10	99	102	102	97
O=C(c1cc2cc([N+](=O)[O-])ccc2s1)N1CCCCC1	100	1	-1	108	10	96	6	97	97	100	96
Cc1ccc(NC(=O)N/C=C/c2ccco2)cc1C	105	-2	-8	90	11	102	25	105	104	104	107
CCCCNCc1ccc(SC)cc1	100	1	-20	103	x	98	35	98	100	98	98
O=S(=O)(N/N=C/c1cccc(OC2CSC2)c1)c1ccccc1	96	-3	-40	102	15	98	14	99	97	97	99
Cc1ccc(S(=O)(=O)N2c3ccccc3OCC2c2ccccc2)cc1 (stereo not given)	102	2	-9	109	x	101	11	106	101	106	103
CC(=O)Nc1cccc(OCC(=O)NCCC2=CCCCC2)c1	100	-1	-37	103	25	99	2	103	102	104	103
COC(=O)c1ccc(C(=O)OC)c(NC(=S)N2CCN(C)CC2)c1	97	0	-44	100	-5	97	17	98	102	105	98
Cc1nc(C)c(NC(=O)OC(C)C)cc1NC(=O)OC(C)C	96	0	-3	105	16	98	1	95	95	102	97
N#Cc1c(N)n[nH]c1-c1cc2c([nH]1)CCCC2	103	-6	-21	100	1	96	8	97	98	106	100
c1ccc(-c2nc3c(ccc4ccccc43)[nH]2)nc1	105	0	-25	103	x	100	-26	100	103	106	104
Cc1oc(-c2cccs2)nc1CN1CC[C@@](O)(c2ccccc2)[C@H]2CCCC[C@@H]21	97	-3	3	100	6	96	8	95	97	99	96
COc1ccc(Cl)cc1C(=O)C1CCCN(Cc2cnc(N3CCOCC3)s2)C1 (stereo not given)	101	0	-28	103	-10	99	-1	98	96	102	97
CC1CC(Nc2ccccc2)=CC(=O)O1 (stereo not given)	102	3	-35	101	x	100	-8	103	103	108	102
O=C(Nc1cccc2cccnc12)c1ccc(Br)o1	101	-1	-3	100	x	102	19	102	101	108	102
CCc1c(C)nc2ncnn2c1N1CCCC(C(=O)Nc2cc(F)ccc2C)C1 (stereo not given)	101	1	-24	103	14	100	5	96	99	102	95
CC(=O)c1ccc(S(=O)(=O)N2CCN(C)CC2)cc1	98	1	-9	108	-7	99	5	95	98	99	95
CCCCC(=O)N/N=C(/C)C1=C(C)C(C)(C)OC1=O	103	0	-11	102	7	98	4	102	100	104	107
CCN=c1sc(C(=O)Nc2ccccc2)c(C)n1CC	97	0	-10	102	-31	93	21	97	96	100	98
Cn1c(=O)c2c(ncn2CC(=O)OCC(=O)NC(c2ccccc2)c2ccccc2)n(C)c1=O	100	0	-5	102	21	102	-7	104	102	106	104
CC(=O)Nc1nc(CCC(C)C)cc2c1c(=O)oc1ccccc12	95	-3	2	101	-8	95	5	95	95	95	94
CCN1C=CC2=C(C#N)C(N)C(C#N)(C#N)C(c3ccccc3C(F)(F)F)C2C1 (stereo not given)	100	3	-26	101	x	97	15	99	103	106	97
Cc1cccc(NC(=O)CCN2CCOCC2)c1	98	-1	-19	101	x	98	-19	99	99	97	100
CC1(C)CC(=O)C(C=NCCN2CCN(CC(=O)Nc3ccccc3)CC2)=C(O)C1	101	-3	2	104	x	99	8	100	100	104	102
CC(=O)N1CCCc2cc(S(=O)(=O)NC(C(=O)NCc3ccc(C)cc3)C(C)C)ccc21 (stereo not given)	103	-4	-39	100	7	101	25	101	100	108	104
COC(=O)c1c(NC(=O)C2(C)Cc3ccccc3C(=O)O2)sc2c1CCCC2 (stereo not given)	98	-2	0	101	x	97	3	101	101	105	98
CCOC(=O)c1cc2c(=O)n3ccccc3nc2n(C(C)C)c1=NC(=O)c1ccco1	95	0	-32	101	-25	96	5	93	93	98	95
COc1cc(S(=O)(=O)NC2CCCCC2)ccc1Cl	104	1	-15	99	x	100	0	101	101	103	100
CCOC(=O)Nc1sc2c(c1C#N)CCC(C)C2 (stereo not given)	97	-3	-14	99	x	100	-9	98	101	102	101
CC(=O)Nc1ccc(C(=O)NNC(=O)CCc2ccccc2)cc1	103	-2	-17	100	13	99	-9	100	101	100	98
CC(C)NS(=O)(=O)c1ccc(CCC(=O)N2CCCCC2)cc1	97	-1	-13	103	-5	98	-1	95	93	98	92
CCOc1nc(S(=O)(=O)c2ccc(C)cc2)c(Cl)s1	102	-2	-4	100	x	98	1	98	101	99	97
[O-][n+]1onc2c1CCc1c-2nn(-c2ccccc2Cl)[n+]1[O-]	96	2	-30	104	x	95	2	95	96	98	95
O=C(CNS(=O)(=O)c1ccc(F)cc1)Nc1ccc(C(F)(F)F)cc1	99	-3	3	98	x	98	-7	99	102	99	100
CCn1c(C)nc2c(=O)oc3ccccc3c21	104	-4	-7	100	-36	97	-9	96	98	100	95
CC(C)c1ccc(OCC(=O)N(Cc2ccccc2)c2ccccn2)cc1	102	-6	-13	106	17	100	6	101	103	103	102
COc1cc2c(C(=O)NCCCN3CC(C)CC(C)C3)cn(CC(C)C)c(=O)c2cc1OC (stereo not given)	100	-1	-57	98	x	96	8	96	99	98	97
O=C(Nc1ccc(Cl)cn1)c1ccc(Br)c(S(=O)(=O)N2CCCCC2)c1	105	0	5	99	x	96	-31	100	100	103	104
CCc1nnc(NC(=O)c2cnccn2)s1	107	-1	-2	93	1	100	2	102	102	103	101
CCN(CC)CCNC(=O)Cn1nc(-c2ccccc2)c2ccccc2c1=O	109	-3	-32	104	-13	103	1	106	105	106	98
Cc1noc(C)c1COc1cccc(C(=O)OCCOc2ccc(F)cc2)c1	u	-5	3	97	x	u	2	u	u	u	u
O=C(O)CCCCCNS(=O)(=O)c1ccc(Cl)cc1	u	0	-7	99	-15	u	4	u	u	u	u
COc1cccc(C2N(c3cccc(Cl)c3)C(=O)C3CCCN32)c1 (stereo not given)	103	-2	-18	89	x	100	1	103	102	106	100
CC(=O)N1CCN(c2ccc(NCc3cccs3)cc2)CC1	101	3	-41	46*	x	100	21	102	102	101	103
CC1CCC(NCc2ccco2)CC1 (stereo not given)	105	-1	4	101	x	101	12	101	102	105	101
Cn1c(=O)c2c(nc(CN3CCC(Cc4ccccc4)CC3)n2CCN2CCOCC2)n(C)c1=O	103	0	-35	96	4	104	5	103	101	106	100

# Next part:
smiles	Cdc42 wt GTP	Mcl-1 Bim block	Mcl1-Bid inh	RGS8-Gao	Pf gamet viab	Rac1 act GTP bind	Mcl1-Noxa inh	Rab2A wt mod	HRas wt GTP	Rac1 wt modul	Rab7 wt modul
Cc1c(C(=O)NCc2cccnc2)oc2ccccc12	103	0	-18	101	-29	99	-7	104	102	103	103
COc1ccc(CCNC(=O)COC(=O)/C=C/c2ccc(OC)c(OC)c2)cc1	98	-10	-10	102	-8	95	4	94	96	100	94
CCN1CCC(C(N)=O)CC1	95	-7	-16	103	-22	92	-3	93	93	93	93
Cc1ccc(CNc2nc(N)c([N+](=O)[O-])c(Nc3ccc(F)cc3)n2)cc1	101	-2	-5	113	-6	100	18	101	100	100	99
CCCC(=O)c1cc(F)c(N2CCOCC2)cc1C	96	-2	-38	100	x	95	-7	99	100	100	99
Cc1cc(=O)oc(C)c1C(=O)NC1CCCCCCC1	96	1	-32	106	-6	94	25	95	94	99	96
CC(=O)c1sc(NC(=O)c2cccnc2Cl)nc1C	98	-2	5	95	-12	96	7	99	99	100	104
Cc1ccc2oc(=O)c3cnn(CC(=O)N4CCN(c5ccccc5)CC4)c3c2c1	100	-3	-26	100	x	98	-15	104	100	106	104
N#Cc1nc(COc2ccc(Cl)cc2)oc1NCc1ccc2c(c1)OCO2	96	0	-16	99	x	96	-5	96	96	96	94
Cc1cc(C)c2c(n1)sc1c(=O)n(-c3ccccc3)c(=O)[nH]c12	97	0	21	104	-4	96	34	92	94	100	96
CC1=C(C(N)=O)C(c2ccco2)C(C(N)=O)=C(C)N1	101	4	-70	99	x	98	-30	99	100	101	101
Cc1ccc(NC(=O)C2CCN(c3nc(C)cc(C)n3)CC2)cc1	93	1	-17	105	33	95	4	94	92	94	93
CCc1ccc(OCCCC(=O)Nc2ccc(N3CCOCC3)cc2)cc1	95	4	-24	101	4	93	2	98	97	99	103
CC(C)CN(C(=O)COC(=O)Cn1cnc2ccccc2c1=O)C1CCS(=O)(=O)C1 (stereo not given)	97	-3	-15	105	x	96	8	97	97	97	96
Clc1ccc(Cl)c(-c2ccc(/C=N/c3ncn[nH]3)o2)c1	97	-9	-8	99	-7	93	10	96	96	99	96
CCn1c(COc2cccc3ccccc23)nnc1SCC(N)=O	102	2	-21	125	18	95	15	100	102	104	101
COC(=O)c1c(C)nc(C)c(C(=O)OC)c1-c1cccs1	u	x	-8	91	-8	u	-5	u	u	u	u
O=c1c(C=NCCCO)c(-c2ccccc2)[nH]n1-c1nc2ccccc2s1	96	-1	62*	104	x	95	33	96	97	99	102
CC(=O)NC(Cc1c[nH]c2ccccc12)C(=O)OCC(=O)Nc1cc(C)on1 (stereo not given)	103	0	-43	21*	x	99	-7	100	101	101	103
Cc1ccc(CCC2C3=C(CCCC3=O)OC3=C2C(=O)CCC3)cc1	103	0	-8	102	7	103	7	102	103	104	102
COc1ccc(-n2c(O)c(C=Nc3ccccc3)c3ccccc3c2=O)cc1	102	-5	23	100	-12	98	7	104	103	107	107
COc1ccc(Cl)cc1N(C)C(=O)CCc1nc(-c2ccc(C)cc2)no1	101	-6	-3	101	4	99	4	98	100	107	101
CCSc1nnc(NC(=O)CSc2nnc(Cc3cccn3C)n2-c2ccc(F)cc2)s1	103	-1	-21	101	x	97	14	100	102	106	98
COc1ccc(NC(=O)C(c2ccc(OC)cc2)N(Cc2ccco2)C(=O)CC2NC(=O)NC2=O)cc1 (stereo not given)	101	0	-36	103	-1	95	6	99	98	102	91
CC(C)CN(C(=O)CN1CCN(S(=O)(=O)c2ccc3ccccc3c2)CC1)c1c(N)n(CC(C)C)c(=O)[nH]c1=O	101	-1	-40	101	-7	99	-1	100	102	103	102

# From PubChem
